# Bioassay records: PubChem, The Scripps Research Institute Molecular Screening Center
# PLCg1 inh = PLC-gamma1 (human) inhibition, primary screen. P19174. purified PLC-gamma1, fluorogenic substrate, fluorescence. inhibition, % at 12.2 µM. actives 0.84% (n = 370,000). AID 720700; in the data active means inhibition above about 9.5%
# DAX1 inh-1 = inhibitors of human orphan nuclear receptor DAX1 (NR0B1); P51843; HEK293 Gal4-DAX1 luciferase reporter, luminescence; inhibition, % at 6.75 µM; actives 0.99% (n = 340,000); AID 504766;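 active means inhibition above the mean over all tested compounds plus 3 SD, cut at about 4.2% in these data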;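 further: 0% = DAX1-transfected cells with DMSO and 100% = empty-vector control cells with DMSO; inhibition shows as a rise in luminescence from relieved DAX1 repression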
# ADAM10 inh = inhibits human ADAM10; O14672; recombinant ADAM10, EDANS/DABCYL FRET peptide cleavage, 3 h; inhibition, % at 7 µM; actives 0.62% (n = 370,000); AID 720582;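 active means inhibition above a per-campaign cutoff equal to the mean of compounds falling between control-based bounds plus 3 SD, cut at about 20% in these data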;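 further: 0% = DMSO wells while the 100% control is not disclosed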
# ssDAF12 agonist = S. stercoralis DAF-12 activation, primary screen; HEK293 ssDAF-12/GRIP1 lit1-tk-luc reporter, luminescence; % of 3 µM dafachronic acid response; activation, % at 6.8 µM; actives 1% (n = 370,000); AID 652126;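 active means activation above the mean over all tested compounds plus 3 SD, cut at about 0.9% in these data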;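 further: 0% = DMSO-only wells and 100% = 3 µM delta7-dafachronic acid wells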
# hgDAF-12 ag = hgDAF-12 agonism, primary luciferase screen. HEK293 GAL4-hgDAF12 UAS-luciferase reporter, agonist luminescence; normalized to butyrate control. activation, % at 6.8 µM. actives 1.8% (n = 370,000);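 active means activation above a cutoff set at the mean of all screened compounds plus 3 SD, cut at about 10% in these data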;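 further: 0% = DMSO wells and 100% = sodium butyrate wells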
# hcDAF-12 act = activates DAF-12 receptor from parasite H. contortus. activation, % at 6.8 µM. HEK293 hcDAF-12 lit1-tk-luc reporter, luminescence; 0% DMSO, 100% Δ7-dafachronic acid. actives 1.4% (n = 370,000);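 active means activation above the mean of all tested compounds plus 3 SD, cut at about 5.5% in these data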;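 further: 100% = response to 3 µM Δ7-dafachronic acid high control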
# ADAM17 inh = inhibits human ADAM17; P78536; recombinant ADAM17, EDANS/DABCYL FRET peptide cleavage; inhibition, % at 6.95 µM; actives 0.83% (n = 370,000); AID 720648;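 active means inhibition above the mean of compounds lying between control limits plus 3 SD, set per campaign, cut at about 8.5% in these data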;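 further: 0% = DMSO-only wells as the low control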
# Target sequence (P78536 215-824 limits assumed): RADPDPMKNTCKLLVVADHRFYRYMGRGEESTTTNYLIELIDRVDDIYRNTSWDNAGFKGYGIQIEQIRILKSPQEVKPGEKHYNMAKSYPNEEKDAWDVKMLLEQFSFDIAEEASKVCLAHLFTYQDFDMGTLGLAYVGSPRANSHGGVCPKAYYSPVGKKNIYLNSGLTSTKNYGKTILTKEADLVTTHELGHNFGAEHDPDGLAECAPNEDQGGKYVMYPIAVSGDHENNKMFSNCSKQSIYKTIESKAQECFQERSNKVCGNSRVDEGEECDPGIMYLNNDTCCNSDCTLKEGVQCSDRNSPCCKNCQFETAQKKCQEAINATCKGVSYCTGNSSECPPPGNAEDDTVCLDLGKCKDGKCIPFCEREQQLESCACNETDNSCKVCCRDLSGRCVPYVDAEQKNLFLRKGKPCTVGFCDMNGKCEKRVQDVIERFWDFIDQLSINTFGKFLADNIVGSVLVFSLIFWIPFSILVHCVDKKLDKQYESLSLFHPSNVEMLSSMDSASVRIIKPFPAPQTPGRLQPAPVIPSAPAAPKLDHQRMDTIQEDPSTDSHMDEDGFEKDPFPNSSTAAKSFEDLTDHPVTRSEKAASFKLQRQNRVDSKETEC
# DAX1 inh-2 = inhibitors of DAX1 repression of SF-1 activated StAR promoter; HEK293T StAR-luciferase reporter, SF-1/DAX-1 repression relief; inhibition, % at 6.8 µM; actives 1.1% (n = 370,000); AID 652010;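 active means inhibition above the mean over all tested compounds plus 3 SD, cut at about 3.6% in these data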;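 further: 0% = DAX-1 cells with DMSO and 100% = cells lacking DAX-1 with DMSO; higher inhibition means more luminescence from relief of DAX-1 repression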
# PLCb3 inh = blocks human PLC-beta3 enzyme activity; Purified PLC-beta3, fluorogenic substrate, fluorescence; Q01970; inhibition, % at 12.2 µM; actives 0.18% (n = 370,000); in the data active means inhibition above about 11%;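 further: 0% = median of compound wells on plate and 100% = full blocker control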
# HGIII-sPLA2 inh = Blocks human group III sPLA2 activity; Q9NZ20; QFRET BODIPY PC-A2 liposome hydrolysis, fluorescence; actives 0.56% (n = 370,000); inhibition, % at 12.2 µM;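 active means inhibition above mean plus 3 SD of compounds lying within the high and low control bounds, cut at about 19% in these data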;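 further: 0% = median of test compound wells and 100% = no enzyme DMSO wells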
# Target sequence (Q9NZ20 whole entry, looked up): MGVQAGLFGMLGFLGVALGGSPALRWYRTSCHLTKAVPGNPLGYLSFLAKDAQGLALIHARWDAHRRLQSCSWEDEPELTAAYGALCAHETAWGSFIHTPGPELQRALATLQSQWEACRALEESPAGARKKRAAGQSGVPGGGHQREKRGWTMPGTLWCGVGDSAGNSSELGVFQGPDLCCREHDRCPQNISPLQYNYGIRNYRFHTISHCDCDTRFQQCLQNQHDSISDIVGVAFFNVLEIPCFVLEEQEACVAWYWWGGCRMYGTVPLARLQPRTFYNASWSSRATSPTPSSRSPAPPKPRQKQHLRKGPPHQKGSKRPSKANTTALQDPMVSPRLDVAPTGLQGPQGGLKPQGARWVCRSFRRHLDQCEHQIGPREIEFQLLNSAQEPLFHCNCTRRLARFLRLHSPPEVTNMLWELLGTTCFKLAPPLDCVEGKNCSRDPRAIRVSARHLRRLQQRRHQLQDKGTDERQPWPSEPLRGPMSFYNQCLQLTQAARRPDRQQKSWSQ
# FXN GAA850 act = activators of GAA850 frataxin (FXN) promoter; HEK293 lucGAA850 FXN promoter luciferase reporter, 24 h; percent of 10 µM SAHA response; activation, % at 6 µM; actives 0.56% (n = 360,000); AID 540364;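 active means activation above the average of all compounds screened plus 3 SD, cutoff fixed separately per campaign, cut at about 7.5% in these data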;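 further: 0% = DMSO wells and 100% = 10 µM SAHA wells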
# Active calls of the source: *; i = inactive; x = not tested or not shown.
SMILES,PLCg1 inh,DAX1 inh-1,ADAM10 inh,ssDAF12 agonist,hgDAF-12 ag,hcDAF-12 act,ADAM17 inh,DAX1 inh-2,PLCb3 inh,HGIII-sPLA2 inh,FXN GAA850 act
Cc1ccc(-c2nnc(SCC(=O)Nc3sc(C)c(C)c3C#N)n2C)cc1,2,0.5,1,-0.5,-1.7,-1.1,-1,1.3,0,8,1.5
COc1cccc(C(=O)Nc2cccc(-c3nc4ncccc4o3)c2C)c1,4,-0.9,4,-1.6,-1.2,-0.4,4,0.5,4,-2,-2.2
Nc1nonc1-c1nc2ccccc2n1CC(=O)N/N=C\c1ccc(-c2ccc(Cl)cc2)o1,-3,-1.1,-1,-0.7,0.0,-0.7,-4,0.5,2,2,1.0
CC(C)CC(=O)NC(=S)Nc1cc(C(F)(F)F)ccc1N1CCOCC1,6,-1.2,2,-0.8,-2.5,-1.1,-1,-1.0,-1,7,2.9
O=C(NCC1CCCO1)C1CCN(C2CCN(C(=O)CC3CCCC3)CC2)CC1 (stereo not given),-2,-0.6,-6,-1.4,-0.6,-0.2,-6,0.3,-5,0,-0.7
CC1CCCC(NC(=O)COc2ncnc3ccccc23)C1C (stereo not given),1,1.5,-12,-1.7,-1.2,-1.9,-2,-1.4,-5,15,0.7
O=C(CCNC(=O)C1CCN(S(=O)(=O)c2ccccc2)CC1)NCc1ccc(Cl)cc1,3,0.5,4,-1.2,-1.2,0.3,-3,2.6,-5,3,2.1
C=CCNC(=O)CCC(=O)NNc1nc2ccccc2c2nc(-c3ccccc3)nn12,1,0.6,4,0.5,1.2,3.3,2,-0.3,0,-3,1.9
O=C(c1nc2ncccn2n1)N1CCN(c2ccc(F)cc2)CC1,2,1.8,2,-1.3,-0.5,0.4,-3,0.1,5,13,0.8
CCc1ccc(NC(=O)c2ccccc2Br)cc1,3,5.9*,-1,-0.5,12*,2.5,-1,3.1,3,-1,5.9
Cc1ccccc1OCCC(=O)N(CC(C)C)c1c(N)n(Cc2ccccc2)c(=O)[nH]c1=O,5,-0.3,-10,-1.3,-0.6,1.2,-4,-1.9,-5,3,-1.9
CN(C(=O)COn1nnc2ccc(S(=O)(=O)N3CCOCC3)cc21)c1ccccc1,0,0.3,-6,-1.4,-1.3,-0.4,-3,-1.5,-1,16,0.1
C[C@@H]1CN([C@@H](C)CO)C(=O)CCCn2nncc2CO[C@H]1CN(C)C(=O)Nc1cccc(Oc2ccccn2)c1,2,0.7,-6,-0.8,1.3,0.0,3,-0.4,5,1,-1.8
NC(=O)Nc1ccc(Oc2ncc(C(F)(F)F)cc2Cl)cc1,2,-0.8,11,-1.5,-1.1,-2.0,-2,-0.3,0,4,3.0
CCOC(=O)c1c(-c2ccc(C)o2)csc1NC(=S)NC(=O)c1ccc(F)cc1,2,0.1,4,-1.3,2.8,0.8,-1,0.3,-1,4,3.0
CC(C)C1C2=C(CC(C)(C)CC2=O)ON1c1ccccc1 (stereo not given),-17,-1.2,-6,-0.7,-2.4,-0.9,-5,-0.7,-22,2,-0.5
CCCCCn1c(CN2CCCCC2C)nc2c1c(=O)n(C)c(=O)n2C (stereo not given),-1,0.9,2,-0.9,-1.7,-0.1,1,1.1,2,0,-0.1
O=C(c1ccc(Br)o1)N1CCN(c2ccccn2)CC1,-2,-1.6,-8,-1.1,0.9,-1.4,-5,-0.1,0,0,1.0
O=C(Nn1nnnc1Nc1ccccc1)C12CC3CC(CC(C3)C1)C2,-1,-0.5,-4,-1.2,-2.7,1.2,-3,0.0,2,-4,1.5
Cn1c(=O)c2c(nc(N3CCCC3)n2CC(O)CO)n(C)c1=O (stereo not given),2,0.9,9,-2.0,2.6,-1.9,0,0.0,3,1,-1.8
Cc1cc(C)n(CC(C)(O)c2ccccc2)n1 (stereo not given),1,-0.3,5,-1.0,3.4,-1.9,-4,0.1,0,6,1.9
CCCCCCN1CCS(=O)(=O)N(Cc2ccc(OC)cc2)C(C(=O)OC)C1 (stereo not given),-2,x,-8,-1.9,-1.2,-3.5,-5,-1.4,-2,5,x
CCCCS(=O)(=O)N1CCCc2nc(-c3ccc(Br)cc3)ccc21,2,x,2,-0.9,1.8,0.9,-1,0.7,1,-2,x
C[C@H](O)[C@@H]1C(=O)N2CCc3c([nH]c4ccccc34)[C@@H]2C[C@@H]1N(C)C(=O)NC1CCCCC1,i,-0.4,i,-1.8,0.0,0.2,i,-1.4,i,-6,-3.3
O=[N+]([O-])c1ccc(S(=O)(=O)NCC2CC3CCC2C3)cc1 (stereo not given),-1,-0.2,6,-0.6,-1.3,-0.4,-1,-0.5,-2,-9,0.6
NS(=O)(=O)c1ccc(NC(=S)NC(=O)c2cccnc2)cc1,1,x,-9,-1.3,-0.9,0.7,1,-0.9,-1,8,3.1
Cc1cc(/C=C2\C(=N)N3C(SCc4ccccc4)=NSC3=NC2=O)c(C)n1Cc1ccccc1,-3,-0.2,-5,-0.4,-1.8,0.3,-3,0.0,0,-5,-0.9
N#CC(C#N)=Cc1cnc(N2CCN(c3ccccc3)CC2)s1,-1,-2.1,-3,-1.7,-0.9,-1.1,-1,-0.4,-2,0,2.0
Cn1c(=O)c2nc(NCc3ccccc3)sc2n(C)c1=O,0,0.1,4,-1.3,-2.2,-0.7,-1,-0.8,-1,-3,-1.7
CCc1cc(=O)[nH]c(-n2[nH]c(-c3ccccc3)cc2=O)n1,-6,-0.7,-7,-1.1,2.1,1.4,-6,-0.4,-8,-3,-0.5
O=C(/C=C/c1cccs1)Nc1ccncc1,3,-0.3,-8,-1.7,2.6,0.7,-1,-0.1,2,10,3.2
CCCCNC(=O)Nc1cc(C(=O)OC)ccc1C,1,-0.7,0,-1.4,-0.2,-0.6,1,0.4,3,0,-2.4
Cc1nc(-c2cccc(NC(=O)C3CCCCC3)c2)cs1,0,0.7,-2,-2.4,-1.1,-2.2,-3,-0.1,-6,-6,0.5
Cc1ccc(C(=O)NC2CCN(CCCC(=O)c3ccc(F)cc3)CC2)cc1,1,-0.9,-4,-1.3,-0.8,-2.0,-4,-0.1,-11,2,1.5
Cc1cc2cc(CCNC(=O)C(C)C)c(=O)[nH]c2cc1C,0,1.4,-14,-0.6,2.0,-0.2,-11,0.3,-2,4,0.3
CCc1nnc(NC(=O)CSc2nnc(-c3ccccc3O)o2)s1,-62,2.7,-21,-0.6,6.6,1.7,-7,1.2,-71,-9,4.5
COc1ccc(S(=O)(=O)N2CCCOC2CNC(=O)C(=O)NC2CCCC2)cc1 (stereo not given),2,-0.1,-7,-1.0,-2.4,-1.7,4,-0.2,-6,-1,-0.6
Cc1ccc(Nc2nc(N)c([N+](=O)[O-])c(N3CCOCC3)n2)cc1,0,0.8,6,-1.6,0.7,-2.0,0,-0.7,3,-5,5.8
CN(Cc1ccccc1)C(=O)c1ccc(NC(=O)Cc2cccc(NC(=O)C3CCN(C(=O)C4CC4)CC3)c2)cc1,-1,3.5,0,-1.0,0.8,-1.6,-3,-0.2,1,-15,0.3
CCCOc1ccc(F)cc1-c1cc(C(=O)Nc2ccc(C)c(NS(C)(=O)=O)c2)[nH]n1,2,x,4,-1.2,-2.7,-1.7,2,-3.3,-1,-33,-1.6
Cc1cc(C)nc(Nc2nc3ccccc3s2)n1,-1,1.1,4,0.5,17*,14*,-5,4.5*,-4,4,5.5
CCCCCCNC(=O)C(C(=O)OCC)C1CCCCC1 (stereo not given),-1,0.0,-2,-0.9,0.4,1.4,-4,-1.0,2,4,-1.1
CC(C)(C)C1CCc2c(sc3ncn(N)c(=N)c23)C1 (stereo not given),0,-0.5,-9,-1.0,3.3,-2.0,-5,0.1,-7,2,2.0
CCN1CCN(C(=S)Nc2cc(S(=O)(=O)N(CC)CC)ccc2C)CC1,5,-1.4,-7,-1.3,-2.7,-1.2,-2,-0.4,-2,17,0.0
COCc1cc(C)nc2sc(C(=O)NC3CCCCC3)c(N)c12,-154,-0.8,-7,-1.4,2.5,-2.2,-4,-0.9,-177,-3,0.7
CCCCC1CCC(/C(N)=N/O)CC1 (stereo not given),7,0.9,2,-1.1,2.4,-0.5,-1,-1.0,1,-6,-1.8
O=C(Nc1ccnn1C1CCN(C(=O)Cc2ccccc2F)CC1)C1CC1,-1,0.5,-1,-0.6,1.4,-1.5,-3,1.9,-7,-1,2.1
O=C(O)c1c(-c2ccccc2)c(-c2ccccc2)nc2ccccc12,5,0.5,2,-0.7,2.3,1.0,4,0.2,7,14,-0.2

# Some of the entries above, reformatted.
SMILES: CCN1CCN(C(=S)Nc2cc(S(=O)(=O)N(CC)CC)ccc2C)CC1
  PLCg1 inh = 5	DAX1 inh-1 = -1.4	ADAM10 inh = -7	ssDAF12 agonist = -1.3	hgDAF-12 ag = -2.7	hcDAF-12 act = -1.2	ADAM17 inh = -2	DAX1 inh-2 = -0.4	PLCb3 inh = -2	HGIII-sPLA2 inh = 17	FXN GAA850 act = 0.0
SMILES: COCc1cc(C)nc2sc(C(=O)NC3CCCCC3)c(N)c12
  PLCg1 inh = -154	DAX1 inh-1 = -0.8	ADAM10 inh = -7	ssDAF12 agonist = -1.4	hgDAF-12 ag = 2.5	hcDAF-12 act = -2.2	ADAM17 inh = -4	DAX1 inh-2 = -0.9	PLCb3 inh = -177	HGIII-sPLA2 inh = -3	FXN GAA850 act = 0.7

# New compounds follow:
SMILES,PLCg1 inh,DAX1 inh-1,ADAM10 inh,ssDAF12 agonist,hgDAF-12 ag,hcDAF-12 act,ADAM17 inh,DAX1 inh-2,PLCb3 inh,HGIII-sPLA2 inh,FXN GAA850 act
CC(C)CC(NC(N)=O)C(=O)Nc1ccc2c(c1)OCO2 (stereo not given),9,2.2,2,-0.5,0.5,-0.6,9,0.7,8,8,3.5
c1ccc(-c2nc(CSc3nnc(-c4cccs4)o3)cs2)cc1,6,-0.6,-3,0.5,2.7,3.5,-2,0.4,-3,-1,3.0
O=C(NCc1ccc(OC(F)(F)F)cc1)C1CC(c2ccccc2C(F)(F)F)=NO1 (stereo not given),-2,0.7,11,-1.3,-0.6,-2.3,1,0.1,-2,2,1.3
COC(=O)c1[nH]c2cccc(Cl)c2c1NC(=O)CN(C)C1CCCCC1,2,-0.2,11,-1.4,0.1,-0.3,0,-1.3,3,-25,-1.2
Cc1ccc(-n2c(COc3c(C)cccc3C)nnc2SCC(=O)Nc2nccs2)cc1,1,0.7,-3,-0.7,-0.9,-1.4,-4,-1.0,3,-3,-1.3
Cc1ccccc1S(=O)(=O)c1c(C)cc(C)n(CC(C)C)c1=O,-1,-1.7,10,-1.2,0.1,-4.0,3,-1.2,2,-2,2.3
CCCCNc1c([N+](=O)[O-])cc(C)cc1[N+](=O)[O-],3,-0.3,2,-1.1,-0.1,-0.1,-1,-0.9,2,3,1.0
O=C(NCCn1cccn1)C1CCC(=O)N(CCc2ccccc2)C1 (stereo not given),-4,0.4,-6,-0.9,-0.3,-0.8,-1,-0.9,-9,1,0.4
O=C(COC(=O)c1cc(=O)[nH]c(=O)[nH]1)Nc1cccc(S(=O)(=O)N2CCOCC2)c1,0,0.3,0,-1.8,-1.5,-0.4,-2,0.4,-4,0,1.8
CCOc1ccc(S(=O)(=O)NCc2ccncc2)cc1NC(=O)c1ccccc1,1,-3.6,0,-1.8,-6.2,-3.7,1,-8.1,0,-3,-2.6
